TrxR1 substrate: substrates of rat thioredoxin reductase 1; O89049; purified TrxR1 substrate turnover, NADPH consumption readout; Potency, µM (series often up to 114 µM), for the others: at the top dose activity change, negative = substrate turnover; actives 0.01% (n = 390,000); AID 588456; further: potency means the concentration at half of the fitted maximal effect; on the % scale 0 is the no-effect control and ±100 the full control effect; nearly all actives have a fitted effect of over 50% in size
Target sequence (O89049 whole entry, looked up): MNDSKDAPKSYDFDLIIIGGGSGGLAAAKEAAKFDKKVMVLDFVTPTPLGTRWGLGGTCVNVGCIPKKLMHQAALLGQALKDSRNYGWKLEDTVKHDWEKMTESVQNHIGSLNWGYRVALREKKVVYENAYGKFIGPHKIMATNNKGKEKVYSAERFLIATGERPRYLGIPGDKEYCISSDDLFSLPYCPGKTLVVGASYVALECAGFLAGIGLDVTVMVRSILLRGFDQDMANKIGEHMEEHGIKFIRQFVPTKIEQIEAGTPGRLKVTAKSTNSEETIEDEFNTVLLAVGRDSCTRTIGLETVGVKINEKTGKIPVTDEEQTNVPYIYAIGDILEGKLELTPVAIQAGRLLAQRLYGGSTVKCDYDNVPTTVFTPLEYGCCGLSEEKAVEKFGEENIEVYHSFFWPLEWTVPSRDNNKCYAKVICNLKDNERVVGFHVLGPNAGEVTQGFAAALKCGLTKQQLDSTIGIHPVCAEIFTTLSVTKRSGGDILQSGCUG
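Rat TrxR1, dispensed at 90 nM, was prereduced with 400 uM NADPH (final) for 5 min at ~22 deg C, then incubated with compound 15 min before 400 uM selenite. A first-read NADPH fluorescence drop versus no-compound background flagged substrates.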
USP1-UAF1 inh: USP1/UAF1 (human) deubiquitinase inhibition | recombinant USP1/UAF1, Ub-Rhodamine cleavage fluorescence | Potency, µM (top dose mostly 57.1 µM), for the others: at the top dose activity change, negative = inhibition, most hits filed as inhibitors | actives 0.23% (n = 390,000); further: potency means the concentration at half of the fitted maximal effect; on the % scale 0 is the no-effect control and ±100 the full control effect; nearly all actives have a fitted effect of over 60% in size; inactives centre near -12
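USP1/UAF1 complex (1 nM) preincubated 15 min at room temperature with compound, then Ub-Rho substrate (150 nM final) added. Kinetic fluorescence at 480/540 nm over 6 reads at 60 s intervals; 50 mM HEPES pH 7.8, 0.5 mM EDTA, 0.1 mg/ml BSA, 1 mM TCEP, 0.01% Tween-20.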
IDH1 R132H inh: inhibitors of human mutant IDH1 R132H. O75874. IDH1-R132H enzyme, NADPH consumption, diaphorase/resazurin fluorescence. Potency, µM (top dose mostly 76.6 µM), for the others: at the highest dose activity change, negative = inhibition, hits mostly inhibitors. actives 0.093% (n = 390,000). AID 602179; further: potency means the concentration at half of the fitted maximal effect; on the % scale 0 is the no-effect control and ±100 the full control effect; nearly all actives have a fitted effect of over 65% in size
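IDH1-R132H (0.5 ug/mL dispensed) in pH 7.5 Tris buffer was preincubated 30 min with compound, then given a substrate mix of 0.016 mM NADPH and 2 mM alpha-KG for 80 min at room temperature; remaining NADPH was read by diaphorase/resazurin fluorescence.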
D2 ag: activates the human D2 dopamine receptor | AID 485358 | P14416 | activation, % at 2 µM | actives 0.53% (n = 340,000) | HEK293 T-REx D2 cells, calcium flux agonist mode;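 active means activation over 3 SD above normal in the single-dose calcium agonist read, cut at about 30% in these data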; further: 0% is about no effect
Target sequence (P14416 whole entry, looked up): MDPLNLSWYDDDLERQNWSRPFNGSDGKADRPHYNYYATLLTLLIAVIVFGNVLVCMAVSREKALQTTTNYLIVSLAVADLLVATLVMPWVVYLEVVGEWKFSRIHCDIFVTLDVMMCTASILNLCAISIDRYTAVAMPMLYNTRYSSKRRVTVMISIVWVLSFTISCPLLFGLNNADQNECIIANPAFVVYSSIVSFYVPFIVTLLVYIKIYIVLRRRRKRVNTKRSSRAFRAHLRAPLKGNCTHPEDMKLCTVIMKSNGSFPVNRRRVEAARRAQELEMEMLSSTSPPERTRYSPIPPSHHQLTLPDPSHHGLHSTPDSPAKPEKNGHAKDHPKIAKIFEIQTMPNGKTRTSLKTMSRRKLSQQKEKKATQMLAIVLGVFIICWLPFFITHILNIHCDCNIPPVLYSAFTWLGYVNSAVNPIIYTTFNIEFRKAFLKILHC
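Tetracycline-induced HEK293 Trex cells with D2 receptor force-coupled to calcium signaling, plated overnight at 30 C and loaded with no-wash calcium dye. Calcium flux read kinetically for 180 s after compound addition; responses flag agonists.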
Pin1 inhibitor: inhibitors of human Pin1; actives 0.009% (n = 390,000); Potency, µM (titrated, usually from 115 µM), inactives show at the top dose activity, negative = inhibition, most hits filed as inhibitors; Pin1 FP peptide displacement, HiFluor488, 10 min; active means well fitted inhibition curve with a large enough effect in the polarisation, with a control signal flat, not every such curve was filed as active; inconclusive means small, poorly fitted or top-dose-only effect, or effect the other way, or a change in a side signal; inactive means no such curve, though single readings can be large or run the other way; the % refers to the polarisation; further: potency means the concentration at half of the fitted maximal effect; on the % scale 0 is the no-effect control and ±100 the full control effect
TRHR ag: TRH receptor (human) agonism; P34981; TRHR cells, calcium flux fluo-8, FDSS agonist mode; activation, % at 2 µM; actives 0.18% (n = 360,000); AID 493084; in the data active means activation above about 30%; further: 0% is about no effect
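Fluo-8-loaded TRHR cells; 10 s baseline, compound added, kinetic Ca2+ fluorescence read 1/s, agonist mode.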
TRHR PAM: TRH receptor (human) allosteric enhancement; P34981; TRHR cells, fluo-8 calcium fluorescence, EC20 TRH enhancement; enhancement, % at 2 µM; actives 0.66% (n = 360,000); AID 493056; in the data active means enhancement above about 30%; further: 0% is about no effect
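Enhancer read-out: after compound pinning and an initial kinetic agonist-mode read, an EC20 of TRH (10 nM final) was injected and fluo-8 calcium signal (Ex 480/Em 530) followed at 1 s/cycle for 100 cycles in TRHR-expressing cells.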
TrxR1 inh: inhibitors of rat thioredoxin reductase 1; O89049; recombinant rTrxR1, NADPH fluorescence consumption, selenite substrate; Potency, µM (doses to about 114 µM), for the others: top-dose activity change, negative = inhibition, hits mostly inhibitors; AID 588453; actives 1% (n = 390,000); further: potency means the concentration at half of the fitted maximal effect; on the % scale 0 is the no-effect control and ±100 the full control effect; nearly all actives have a fitted effect of over 65% in size
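Rat TrxR1 (90 nM in the dispensed reagent) was pre-reduced with 400 uM NADPH for 5 min at room temperature, then incubated with compound for 15 min. After 400 uM selenite was added, NADPH fluorescence (Ex 340/Em 450 nm) was followed for 8 min.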
D2 antag: D2 dopamine receptor (human) antagonism; inhibition, % at 10 µM; HEK293 TREx D2 cells, calcium flux, dopamine EC80; actives 2% (n = 340,000); AID 485344; P14416; in the data active means inhibition above about 30%; further: 0% is about no effect
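Overnight-induced (tetracycline, 30 C) HEK293 T-REx cells carrying force-coupled D2 receive a no-wash calcium dye, then compound, then EC80 dopamine at 180 s; signals are read kinetically throughout.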
* marks the source's active call; other numbers are inactive results; ? = inconclusive; / = not tested or not shown; [ ] = another dose, or the depositor's remark. Unless noted, the call rests on the fitted dose curve; in most records, active means well fitted inhibition curve with a large enough effect; inconclusive means small, poorly fitted or top-dose-only effect; inactive means no such curve, though single readings can be large or run the other way. Not all compounds are listed. The share of hits here may be higher or lower than overall.

SMILES	D2 ag	TrxR1 substrate	IDH1 R132H inh	USP1-UAF1 inh	TRHR ag	D2 antag	Pin1 inhibitor	TrxR1 inh	TRHR PAM
CC(=NC1CC1)c1c(-c2ccccc2)[nH]n(-c2nc3ccccc3s2)c1=O	-0.3	-1.5%	2.0%	?	-1.4	-24.3	50.1%[activator]	3.2%	-12.4
C/C(=N\NC(=O)c1nn(C)c(C)c1Br)c1cccc(NC(=O)c2ccoc2C)c1	-0.9	3.9%	-2.6%	-24.8%	-0.5	10.2	-2.9%	12.6%	4.1
Cn1c(SCC(=O)Nc2cccc(F)c2)nnc1-c1cc2ccccc2o1	0.0	2.3%	4.5%	-20.0%	0.7	1.3	2.1%	18.9%[57.1 µM]	2.5
CC1=CC(c2ccccc2)NC(=S)N1 (stereo not given)	0.9	-11.0%	0.6%	-6.6%	1.3	2.3	-0.8%	-18.1%	-5.0
Cc1nn(Cc2ccccc2)c(C)c1NC(=O)c1cccs1	0.4	9.9%	7.2%	-2.7%	-1.0	4.7	-0.1%	10.2%	0.0
O=P(NC1CCCCC1)(c1ccccc1)c1ccccc1	/	-1.3%[2.29 µM]	1.4%	-14.3%	/	/	-1.0%	6.8%[57.1 µM]	/
COC(=O)c1ccc(CNCC(=O)Nc2ccc(C(=O)OC)cc2)cc1	0.9	-0.4%	-12.0%	0.0%	-1.0	16.6	4.8%	3.8%	2.3
COc1ccc(NC(=O)COc2ccc3c(c2)CCC3)cc1S(N)(=O)=O	/	-2.0%	-6.7%	-22.8%	/	/	-1.8%	9.9%	/

A second format for two compounds above:
Cn1c(SCC(=O)Nc2cccc(F)c2)nnc1-c1cc2ccccc2o1
  D2 ag: 0.0	TrxR1 substrate: 2.3%	IDH1 R132H inh: 4.5%	USP1-UAF1 inh: -20.0%	TRHR ag: 0.7	D2 antag: 1.3	Pin1 inhibitor: 2.1%	TrxR1 inh: 18.9%[57.1 µM]	TRHR PAM: 2.5

CC1=CC(c2ccccc2)NC(=S)N1 (stereo not given)
  D2 ag: 0.9	TrxR1 substrate: -11.0%	IDH1 R132H inh: 0.6%	USP1-UAF1 inh: -6.6%	TRHR ag: 1.3	D2 antag: 2.3	Pin1 inhibitor: -0.8%	TrxR1 inh: -18.1%	TRHR PAM: -5.0

(next part)
SMILES	D2 ag	TrxR1 substrate	IDH1 R132H inh	USP1-UAF1 inh	TRHR ag	D2 antag	Pin1 inhibitor	TrxR1 inh	TRHR PAM
O=C(CSc1nnc2ccccn12)NCCc1ccc(Cl)cc1	0.4	12.6%	-2.8%	-16.8%	-0.4	5.6	-10.8%	18.1%[57.1 µM]	-2.5
CC(=O)c1ccc(NC(=O)CSc2nc(Nc3ccccc3)nc(N3CCOCC3)n2)cc1	/	7.6%	5.8%	-17.2%	0.4	/	14.2%	18.9%	-4.6
CC(C)CN(C(=O)CN1CCN(c2ccccc2F)CC1)c1c(N)n(CC(C)C)c(=O)[nH]c1=O	2.5	-6.3%	-10.3%	-15.9%	-0.5	-14.6	1.2%	-7.4%	3.1
NC(=O)N/N=C/c1cccc(C(F)(F)F)c1	-0.2	0.8%	8.6%	-20.3%	0.1	-6.9	0.1%	1.0%	2.2
O=C(NCCN1CCOCC1)c1ccc([N+](=O)[O-])cc1[N+](=O)[O-]	1.0	3.6%	7.6%	-19.6%	1.3	43.0*	5.5%	16.1%	2.3
O=C(/C=C/c1ccc(Br)cc1)NC1CCCCCC1	0.4	2.9%	2.1%	-24.4%	-0.7	-4.0	0.1%	19.5%	5.7
COc1ccc(-n2c(/C=C/c3cccc4ccccc34)nc3ccccc3c2=O)cc1Cl	0.0	-2.6%[57.1 µM]	-16.4%	-15.8%	0.0	/	1.4%	8.1%[57.1 µM]	-4.8
CSCCC(NC(=O)c1ccccc1Br)C(=O)Nc1ccc(C)cc1 (stereo not given)	0.3	-2.2%	1.7%	-7.9%	-0.6	-24.1	1.8%	-3.4%	3.3
CN1CCN(C(CNS(=O)(=O)c2cccs2)c2cccnc2)CC1 (stereo not given)	-0.8	2.1%[57.1 µM]	18.7%	0.6%	-1.8	-11.4	-3.2%	1.1%[57.1 µM]	3.4
C=CCn1c(SCC(=O)NCC)nnc1-c1cc2c(s1)CCC(CC)C2 (stereo not given)	-0.3	0.9%	6.8%	-9.1%	-0.2	8.2	7.5%	9.4%	22.0
CCn1cc(C(=O)NC2CCCCCC2)c(=O)c2cc(S(=O)(=O)N3CCCCC3)ccc21	/	1.4%[57.1 µM]	-10.5%	-8.3%	/	/	-2.7%	20.3%[57.1 µM]	/
COc1ccc(Cc2nnc(NC(=O)Cn3cnc4c3c(=O)n(C)c(=O)n4C)s2)cc1OC	0.3	1.4%	-0.4%	6.5%	1.1	-9.6	0.1%	16.9%	1.9
O=C(Cn1cc2c(n1)CCCC2)N1CCOCC1	0.1	6.1%[57.1 µM]	3.7%	-10.3%	0.3	13.1	2.7%	12.7%[57.1 µM]	4.7
CCN(CC)C(=O)CSc1nnc(-c2ccc(S(=O)(=O)NCc3ccccc3Cl)cc2)o1	0.4	6.0%	2.5%	-4.6%	-0.1	0.8	-13.1%	14.4%	-2.1
COc1cc(C2C(C#N)=C(N)Oc3cc(O)ccc32)cc(OC)c1OC (stereo not given)	-0.8	5.7%	3.6%	-3.2%	0.5	6.4	-6.8%	7.8%	-18.0
CCOC(=O)/C=C1\CN(C(C)c2ccccc2)S(=O)(=O)c2ccccc21 (stereo not given)	3.4	8.7%	3.4%	-35.6%	0.2	13.0	-2.0%	?	-1.9
CN(C(=O)c1ccco1)c1nc(-c2ccc(Cl)cc2)cs1	1.2	7.1%	-2.4%	-16.5%	2.4	2.3	3.7%	7.1%	1.6
Cc1ccc(NC(=O)COC(=O)c2ccc(CN3CCCC3=O)cc2)c(Cl)c1	0.3	1.4%	-0.6%	-9.9%	-0.1	34.8*	1.0%	16.2%	-2.1
COc1cccc(CNC(=O)CCCN2C(=O)CSc3c2c(C)nn3-c2ccccc2)c1	1.6	-3.4%[57.1 µM]	2.6%	-25.4%	-0.3	/	-0.7%	4.1%[57.1 µM]	-5.1
Cc1cccc(C(=O)c2cn[nH]c2-c2ccccc2O)c1	0.3	0.3%	6.6%	-12.7%	1.0	-14.3	-17.9%	16.0%	-23.2
COc1cccc(S(=O)(=O)Nc2ccc(C(=O)Nc3ccncc3)cc2)c1	-1.3	4.4%	2.7%	-18.8%	0.0	1.3	4.0%	10.2%	2.0
COc1ccc(-c2cn(CCc3c[nH]c4ccccc34)nn2)cc1	-1.0	-5.3%[57.1 µM]	8.9%	-15.1%	-0.7	-2.2	0.2%	14.8%[57.1 µM]	-4.8
CCOc1ccc(NC(=S)NNC(=S)Nc2cccc(C(F)(F)F)c2)cc1	0.3	-6.8%	-1.3%	-8.5%	-0.7	-2.1	-2.2%	?	4.3
COc1ccccc1NS(=O)(=O)c1cccc(C(=O)NCC(c2cccs2)N2CCOCC2)c1 (stereo not given)	0.0	-3.5%	5.0%	-6.6%	0.5	-24.5	5.5%	-3.7%	-1.8
COCCNC(=S)N(CCCO)Cc1cc2cc3c(cc2[nH]c1=O)OCCO3	-0.9	44.1%	0.9%	-0.3%	-0.1	1.7	-2.4%	7.4%[57.1 µM]	-3.0
CC(Sc1ccccc1)C(=O)N1CCN(S(=O)(=O)c2ccc(Cl)cc2)CC1 (stereo not given)	0.6	-1.8%[57.1 µM]	3.5%	-15.9%	1.1	-17.0	1.0%	25.2%[57.1 µM]	2.4
CC(C)Cc1cc(CNC(=O)C2CCC(=O)N(CCc3cccc(F)c3)C2)on1 (stereo not given)	0.0	-1.9%	0.0%	-23.7%	-0.2	-3.5	6.3%	12.1%	0.7
O=C(O)CCC(=O)Nc1cccc(C(=O)c2ccccc2)c1	0.2	5.2%	-2.4%	-19.6%	0.1	-9.9	-5.0%	34.3%	0.4
CC(=O)Nc1ccc(NC(=O)c2ccc3c(c2)CCN3S(C)(=O)=O)cc1	/	6.1%[11.4 µM]	-9.9%	-30.9%	1.0	/	2.0%	11.2%[11.4 µM]	4.2
CCCCN(CC)C(=O)Cn1nc(Cc2ccncc2)c2ccccc2c1=O	0.2	8.0%	-8.7%	-20.7%	-0.4	15.6	9.5%	21.4%	-3.8
CC(C)NC(=O)N(C)C[C@H]1Oc2ccc(NC(=O)Nc3ccccc3)cc2C(=O)N([C@H](C)CO)C[C@@H]1C	/	0.9%	1.6%	-15.7%	/	/	-1.3%	8.5%	/
CC1CN=C2C(C(=O)Nc3ccccc3)=C(O)CC(c3ccccc3)N21 (stereo not given)	/	-2.9%	-0.3%	-20.5%	-0.8	/	2.1%	5.0%	-7.7
O=C(NCc1ccccc1)c1ccc(/C=N/O)nc1	2.6	0.0%	-0.1%	-16.0%	-0.2	-5.6	-5.4%	-4.1%	1.5
O=C(Cc1ccc2c(c1)OCCO2)Nc1cc(Cl)ccc1N1CCOCC1	-2.1	0.4%[57.1 µM]	3.8%	-0.9%	0.4	1.4	-126.7%	2.9%[57.1 µM]	-3.0
CCN(CC)S(=O)(=O)c1ccc(NC(=O)c2ccc(N3CCCC3=O)cc2)cc1	/	3.8%[57.1 µM]	14.7%	-4.9%	/	/	3.5%	-8.8%	/
Cc1cc(C)cc(-n2c(SCC(=O)Nc3ccc4c(c3)OCCO4)nc3c([nH]c4ccccc43)c2=O)c1	0.9	7.2%[57.1 µM]	12.7%	-24.2%	-0.2	/	21.6%	16.6%[57.1 µM]	-2.8

High-throughput results from PubChem.
